ZTA DNA inh = counter-screen for EBNA-1 inhibitors: inhibitors of Epstein-Barr virus ZTA | ZTA-DNA binding, fluorescence polarization | hit rate 0.15% among 320,000 | inhibition, % at 11 µM; in the data active means inhibition above about 33%
Target sequence (P03206 whole entry, looked up): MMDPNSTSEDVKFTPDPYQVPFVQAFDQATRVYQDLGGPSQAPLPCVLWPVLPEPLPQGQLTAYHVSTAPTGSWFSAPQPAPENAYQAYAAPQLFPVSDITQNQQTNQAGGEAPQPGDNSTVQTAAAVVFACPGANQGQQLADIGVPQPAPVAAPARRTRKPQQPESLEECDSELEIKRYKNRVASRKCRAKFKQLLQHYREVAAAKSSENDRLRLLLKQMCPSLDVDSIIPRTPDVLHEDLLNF
MEX-5 binding = C. elegans MEX-5 TCR-2 RNA binding activity; Q9XUB2; MEX-5/FITC-TCR2 RNA binding, fluorescence polarization; stronger effect = lower value; activity score (negative = inhibition of binding), % at 10 µM; hit rate 0.38% among 300,000;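 active means inhibition past about -25% in most replicates, and total fluorescence under double the plate's negative control median, limit read from the data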;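 further: 0% = DMSO and -100% = 5 µM competing unlabeled TCR2 RNA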
Target sequence (Q9XUB2 whole entry, looked up): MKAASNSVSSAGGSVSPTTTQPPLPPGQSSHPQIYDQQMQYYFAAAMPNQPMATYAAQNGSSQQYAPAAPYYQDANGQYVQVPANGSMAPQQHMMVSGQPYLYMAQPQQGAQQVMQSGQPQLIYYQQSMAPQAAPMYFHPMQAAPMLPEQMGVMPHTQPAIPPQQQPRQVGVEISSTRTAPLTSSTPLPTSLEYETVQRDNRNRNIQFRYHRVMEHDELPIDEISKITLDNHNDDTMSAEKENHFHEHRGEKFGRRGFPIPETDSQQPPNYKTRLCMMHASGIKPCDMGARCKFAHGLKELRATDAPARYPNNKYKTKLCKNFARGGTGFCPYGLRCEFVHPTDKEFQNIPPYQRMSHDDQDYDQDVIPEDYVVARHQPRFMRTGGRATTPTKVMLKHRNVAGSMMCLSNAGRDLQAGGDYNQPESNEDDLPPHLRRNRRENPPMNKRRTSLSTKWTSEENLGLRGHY
Efflux pump mplx = blocks antifungal efflux pumps in multiplex yeast assay; S. cerevisiae Candida pump triplex, Nile Red efflux; inhibition, % at 10 µM; hit rate 0.44% among 330,000; AID 485275;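 active means plate passing quality check with inhibition over a set limit, or well fluorescence over plate mean plus 4 SD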;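 further: Nile Red retained in pooled yeast measured as flow cytometry median fluorescence; 0% = buffer negative control and 100% = Enniatin B positive control; higher means more Nile Red kept so more efflux inhibition; some compounds called inactive have numbers as strong as hits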
GLD-1 RNA inh = GLD-1-TGE RNA interaction inhibition (C. elegans); Q17339; purified GLD-1 + fluorescein TGE RNA, fluorescence polarization; inhibition, % at 5.96 µM; hit rate 0.44% among 320,000;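 active means percent inhibition above a per-plate cutoff, the plate mean of test compounds plus 3 SD, cut at about 30% in these data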;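 further: 0% = DMSO wells with GLD-1 and probe and 100% = wells lacking GLD-1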
Bcl-xL primary = blocks human Bcl-xL binding to Bim BH3 peptide. Q07817. GST-Bcl-xL / FITC-Bim BH3 peptide fluorescence polarization. inhibition, % at 10.9 µM. hit rate 0.7% among 320,000. AID 2129;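 active means inhibition above the mean of all tested compounds plus 3 SD, cutoff set per campaign, cut at about 30% in these data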;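 further: 0% = DMSO wells and 100% = unlabeled Bim-BH3 peptide competitor; inhibitors lower millipolarization by displacing the labeled peptide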
Target sequence (Q07817 whole entry, looked up): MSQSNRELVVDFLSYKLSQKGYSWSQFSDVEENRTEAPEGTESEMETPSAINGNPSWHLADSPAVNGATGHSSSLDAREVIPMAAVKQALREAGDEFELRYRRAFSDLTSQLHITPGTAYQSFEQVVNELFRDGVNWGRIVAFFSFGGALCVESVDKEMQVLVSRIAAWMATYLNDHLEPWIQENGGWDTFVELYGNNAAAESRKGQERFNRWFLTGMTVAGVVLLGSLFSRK
EBNA-1 inhibitor = blocks EBNA-1 binding to DNA. EBNA-1 DNA binding, fluorescence polarization. AID 1950. inhibition, % at 14.8 µM. hit rate 0.34% among 300,000; in the data active means inhibition above about 28%
Yeast superoxide = yeast age-related superoxide inhibition as caloric restriction mimetic; superoxide response (% of plate mean), % at 10 µM; hit rate 0.18% among 330,000; AID 2690; S. cerevisiae aged cells, superoxide DHE fluorescence; stronger effect = lower value;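 active means superoxide response under a set limit, about three screen SD below normal, cut at about 65% in these data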;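 further: yeast aged for seven days with compound at 30 °C before DHE staining; 100% = average MFI of all compound-treated wells on the plate with controls excluded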
Fam108B counter = counter-screen for RBBP9 inhibitors: inhibitors of mouse Fam108B; recombinant Fam108B, FP-Rh probe fluorescence polarization; inhibition, % at 9.51 µM; hit rate 0.33% among 300,000; AID 1947;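 active means inhibition above the screen mean inhibition plus 3 SD, computed separately per campaign, cut at about 18% in these data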;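 further: inhibitors lower polarization as less probe binds the enzyme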
MCL1-BIM inh = inhibitors of human MCL1 binding to BIM-BH3 peptide; inhibition, % at 10.9 µM; Q07820; AID 2057; GST-MCL1 / FITC-Bim-BH3 fluorescence polarization; hit rate 0.68% among 320,000;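 active means inhibition above the mean inhibition of all tested compounds plus 3 SD, set per campaign, cut at about 40% in these data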;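 further: 0% = DMSO wells and 100% = unlabeled Bim-BH3 peptide control; higher means more loss of mP so more displacement of Bim peptide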
* hit, by the source's call; x = no result given.

SMILES	ZTA DNA inh	MEX-5 binding	Efflux pump mplx	GLD-1 RNA inh	Bcl-xL primary	EBNA-1 inhibitor	Yeast superoxide	Fam108B counter	MCL1-BIM inh
CC(=O)N1N=C(c2ccco2)CC1c1cccs1 (centres undefined)	-1	-1.6	0.0	2	2	-9	100	6	-6
CCCCC(=O)Nc1nnnn1CCC	5	0.8	-0.3	7	4	-2	94	-4	7
CN(C)Cc1ccc(F)cc1Sc1cc(Cl)ccc1Cl	-24	1.9	0.1	-3	6	8	98	7	1
CCOC(=O)c1c(NC(=O)c2c(-c3ccccc3)noc2C)sc(C)c1-c1ccccc1	-14	1.8	0.1	-3	-4	-3	112	-7	6
O=C(Cn1cnc2c(cnn2-c2ccc(Cl)cc2)c1=O)NC1CCCCC1	-5	x	0.0	3	4	-3	101	-1	7
CCN(CC)c1ccc(/C=N/NC(=O)C(O)c2ccccc2)cc1 (centres undefined)	-9	0.0	0.1	6	-7	-8	99	-6	-8
COc1cccc(N/C(=N/C(=S)Nc2ccc(C)cc2C)Nc2nc(C)cc(C)n2)c1	8	-6.3	-0.1	0	1	3	91	-6	0
O=c1[nH]c(C2CC2)nc2sc3c(c12)CCCC3	-9	2.5	0.0	-7	0	-7	97	-1	-5
CCOc1ccccc1NC(=O)C1CCCCN1S(=O)(=O)c1ccc(F)cc1 (centres undefined)	-7	3.5	-0.1	-4	-1	6	101	3	0
COC(=O)C[C@H]1c2cc(F)ccc2S(=O)(=O)N1Cc1ccccc1	9	-1.2	-0.1	-2	-1	10	95	0	1
COc1ccc(NC(=O)CSc2nc(O)c(Cc3ccccc3)c(=O)[nH]2)cc1	-22	0.2	-0.7	6	2	11	83	2	6
CN(c1cccc(NC(=O)CN(c2ccc(Cl)c(Cl)c2)S(=O)(=O)c2ccccc2)c1)S(C)(=O)=O	6	-0.7	-0.2	6	3	12	107	-18	9
OC(COC1CCCCC1)CN1CCN(c2ccccc2)CC1 (centres undefined)	-11	-2.6	0.1	-5	-4	-2	95	10	-6
COc1ccc(-c2cc3ccccc3n2CC(O)CN2CCCCC2)cc1 (centres undefined)	-3	-1.6	-0.2	7	4	-5	98	6	0
Cc1ccc(OCCn2cnc3ccccc3c2=O)c([N+](=O)[O-])c1	3	-1.7	-0.2	5	5	8	91	-4	5
Cc1ccc(S(=O)(=O)N2CCN(C(=O)CN3CCCSc4ccccc43)CC2)cc1	-14	x	0.5	8	5	x	93	x	6
Cc1ccc(CNC(=O)CSCc2ccc(F)cc2)cc1	-9	-4.8	-0.1	1	2	3	98	-5	2
CCC(=O)NC(=S)Nc1cccc(-c2nc3ncccc3o2)c1	1	-0.1	-0.5	2	4	13	95	2	4
COc1ccc(NC(=O)N2CCCC(c3nc(-c4ccc(C(C)C)cc4)no3)C2)cc1 (centres undefined)	-12	0.7	0.1	-1	0	-4	97	1	2
Cc1ccc(OCC(=O)NCCN2CCOCC2)cc1C	-6	1.0	0.1	-1	-2	-1	101	3	-4
COc1ccc(C2OC(=O)CC2C(=O)NC(C)C)cc1 (centres undefined)	-8	-0.6	0.2	9	5	-4	106	2	6
COc1ccc(NC(=O)c2ccc(Cl)nc2)cc1S(=O)(=O)N1CCOCC1	-9	x	-0.1	2	4	x	94	x	10
Cc1ccc(S(=O)(=O)n2nc(OC(=O)c3c(-c4ccccc4Cl)noc3C)cc2N)cc1	14	-3.1	0.1	-7	-6	-12	103	-3	5
O=C(NCc1ccccc1Cl)c1ccc2nc[nH]c2c1	-2	0.7	0.0	-3	-2	-6	129	1	3
O=C(NC(=S)N1CCc2ccccc21)c1ccccc1Br	3	-2.9	-0.3	2	7	8	94	-3	4
COc1ccc(C)cc1Nc1ccc(C(=O)O)cc1[N+](=O)[O-]	22	0.5	0.1	-5	5	-1	112	2	2
COc1ccccc1-c1c(C)nn2c(N3CCC(C(N)=O)CC3)cc(C)nc12	-1	1.2	-0.2	0	0	0	86	1	1
CC(C)Nc1nc(NC(C)C)nc(N(C)C(N)=O)n1	3	-1.6	0.0	1	4	-4	98	-2	-2
CCc1ccc(/C=C2\SC(=S)N(CCC(=O)NCCCN3CCOCC3)C2=O)cc1	-8	-0.1	0.3	-4	3	-8	104	5	7
CSc1ccccc1C(=O)NCCOc1cccc(C)c1	3	1.6	0.0	6	8	4	100	2	9
Cc1ccc(S(=O)(=O)N2CCOCC2)cc1NC(=O)COC(=O)CCn1c(C)csc1=O	-10	0.2	-0.2	3	0	-1	101	2	8
O=C(c1ccc(F)cc1)c1cn[nH]c1-c1ccccc1O	3	-14	-4.2	1	-2	-1	94	-2	-4
Cc1nnc(NC(=O)c2ccccc2C(=O)O)s1	-4	-0.5	0.2	8	6	7	82	-3	15
Cc1ccc(NC(=O)NCCCCc2ccccc2)cc1	4	-0.3	-0.5	3	0	2	96	0	-3
Nc1ccc(N2C(=O)c3ccccc3C2=O)c(Cl)c1	6	x	-0.2	-2	8	0	86	-4	5
CC(C)(Oc1ccc(Cl)cc1)C(=O)N1CCN(c2ccccn2)CC1	-2	1.0	-0.1	2	-2	2	98	2	0
Cc1cc(C)c(C#N)c(SCc2nnc(-c3ccccc3)o2)n1	-10	-5.3	0.1	2	6	-11	97	-2	12
Cc1cc(/C(N)=N/OC(=O)Nc2ccc(Cl)cc2)no1	11	-0.7	-0.1	6	1	-1	98	3	1
CCn1c(SCC(=O)NC2CCCC2)nnc1-c1c[nH]c2ccccc12	18	0.8	0.1	2	2	-2	99	-1	0
CC(=O)c1cccc(S(=O)(=O)NC2CCCCCC2)c1	5	2.0	-0.2	2	7	3	108	0	11
COC(=O)Cc1[nH]nc2c1C1(C(=O)N(Cc3ccc(Cl)cc3)c3ccccc31)C(C#N)=C(N)O2 (centres undefined)	8	-0.1	0.3	5	0	-4	91	-1	0
CCC1(C)Cc2c(sc3[nH]c(=S)n(Cc4ccccc4)c(=O)c23)CO1 (centres undefined)	12	-0.2	0.1	5	6	-6	108	2	5
CCCCn1c(N)c(N(CC(C)C)C(=O)CSc2nnc(C)n2-c2ccc(OC)cc2)c(=O)[nH]c1=O	-2	0.5	0.1	3	-5	3	109	0	-10
CCOc1ccc(N2C(=O)CC(NCCc3ccncc3)C2=O)cc1 (centres undefined)	3	-0.9	0.0	3	4	5	96	5	7
CCN(C(=O)COC(=O)c1ccccc1SCC(=O)NC1CCCCCCC1)C1CCS(=O)(=O)C1 (centres undefined)	8	0.9	0.5	6	0	-3	93	8	-2
COc1ccc(NC(=O)CSc2nc3sc(C)cc3c(=O)n2C)c(OC)c1	-11	2.8	0.2	-5	6	-4	91	4	9
Cc1ccc(CC(NC(=O)c2ccccc2)C(=O)N2CCCC2C(=O)O)cc1 (centres undefined)	8	0.4	0.1	1	3	9	105	-3	-2
CC(C)c1nc2c(c(=O)n(C)c(=O)n2C)n1C	-10	0.1	-0.1	-3	8	4	95	1	5
CCCCN=Cc1sc2ccc(OCC)cc2c1O	-5	0.0	-0.2	2	2	4	100	-2	10
COc1ccc(NC(=O)CS(=O)CC(=O)Nc2cc(Cl)ccc2OC)cc1 (centres undefined)	-6	0.4	0.0	12	7	7	97	-4	6
S=C(Nc1ccccc1)N1CCN(c2ccc(N3CCOCC3)nn2)CC1	-20	-1.0	0.0	-2	6	-1	116	4	16
CCOC(=O)c1[nH]ncc1CN1CCC(Cc2ccccc2)(C(=O)OCC)CC1	-8	-2.0	0.1	1	-1	-4	103	4	2
O=C(NC1CC1)c1cc2c(F)cccc2s1	9	-1.0	0.0	-2	0	11	92	-3	0
O=C(c1ccc(-c2ccccc2)cc1)N1CCN(C(=O)c2ccco2)CC1	-7	0.9	-0.1	2	0	4	89	6	1
c1ccc(CSCc2cn3ccsc3n2)cc1	-15	0.9	-0.1	3	8	12	100	7	7
COc1ccc(/C=C2\C(=N)N3N=C(CC(=O)N4CCCCC4)SC3=NC2=O)cc1	7	0.2	-0.2	1	7	11	78	0	5
O=C(NCc1ccc2c(c1)OCO2)c1cccc2c1C(=O)N(C1CCCCC1)C2	-4	-1.4	0.0	2	2	7	102	-2	-2
COc1ccc(CC(=O)Nc2cccc(-c3csc(C)n3)c2)cc1	4	1.6	0.1	5	6	-7	93	0	1
C=CCn1c(CCSCc2ccccc2)n[nH]c1=S	-18	-0.1	-0.1	2	-22	-3	97	0	-21
COc1ccc(C2=NC(c3ccccc3)CO2)cc1 (centres undefined)	7	2.8	0.0	-3	1	-1	97	-1	6

Arranged by length of the SMILES (ascending): part of the list above.
SMILES	ZTA DNA inh	MEX-5 binding	Efflux pump mplx	GLD-1 RNA inh	Bcl-xL primary	EBNA-1 inhibitor	Yeast superoxide	Fam108B counter	MCL1-BIM inh
CC(C)c1nc2c(c(=O)n(C)c(=O)n2C)n1C	-10	0.1	-0.1	-3	8	4	95	1	5
COc1ccc(NC(=O)CSc2nc3sc(C)cc3c(=O)n2C)c(OC)c1	-11	2.8	0.2	-5	6	-4	91	4	9
COc1ccc(/C=C2\C(=N)N3N=C(CC(=O)N4CCCCC4)SC3=NC2=O)cc1	7	0.2	-0.2	1	7	11	78	0	5

Continued.
SMILES	ZTA DNA inh	MEX-5 binding	Efflux pump mplx	GLD-1 RNA inh	Bcl-xL primary	EBNA-1 inhibitor	Yeast superoxide	Fam108B counter	MCL1-BIM inh
COC(=O)Cn1cc(/C=N/NC(=O)c2ccc(C#N)cc2F)c2ccccc21	-3	-0.9	-0.2	2	0	-1	109	2	-6
CCCc1n[nH]c2c1C(=O)CC(C)(C)C2	0	2.7	0.0	4	2	-3	100	2	-3
O=C(CSc1ccc(-c2ccccn2)nn1)NCc1ccc(F)cc1	13	1.1	0.0	7	2	4	111	-8	6
O=C(C1CC(=O)N(C2CCCCC2)C1)N1CCN(c2cccc(C(F)(F)F)c2)CC1 (centres undefined)	0	-1.5	0.3	-5	1	4	101	0	-1
CCC1Sc2ccc(S(=O)(=O)CCC(=O)Nc3ccccc3Cl)cc2NC1=O (centres undefined)	8	4.3	0.1	-4	5	-11	85	0	-1
CCCCCOc1ccc(C(=O)CCN2CCOCC2)cc1	7	1.8	0.0	6	0	10	92	-2	7
CCN(CC(=O)NCc1ccc(Cl)cc1)C(=O)/C=C/c1cccs1	-9	0.6	0.0	3	3	-4	97	-4	1
C#CCOCCOCCOCCNc1nc(N2CCOCC2)nc(N2CCN(C(=O)[C@H](CCC(=O)O)n3cc(C(N)Cc4ccc(O)cc4)nn3)CC2)n1 (some centres undefined)	-14	1.7	0.0	0	-2	9	108	-1	-4
CC1=NN(C(=O)c2ccc(Cl)cc2)C(O)(c2ccccc2)C1 (centres undefined)	-3	-2.0	0.0	0	1	-10	97	6	6
COc1cc(NC(=O)COC(=O)c2cnc(C)cn2)c(C)cc1[N+](=O)[O-]	5	-1.3	0.1	-1	1	2	91	0	5
COc1ccc(CCNC(=O)CSCc2ccc(Cl)cc2)cc1OC	4	2.0	0.2	3	3	-13	105	5	1
Cc1ccc(N(CC(=O)Nc2ccccc2C(=O)N2CCOCC2)S(C)(=O)=O)cc1	0	0.1	0.0	-13	0	13	103	-2	-9
Cc1cccc2cc(C(c3nnnn3C3CCCC3)N3CCOCC3)c(=O)[nH]c12 (centres undefined)	-1	0.1	0.0	3	-2	-3	71	2	-5
CCC(=O)c1ccc(OC(=O)C2CCN(C3=NS(=O)(=O)c4ccccc43)CC2)cc1	-6	x	-0.2	2	-4	x	79	x	2
COc1cc([N+](=O)[O-])ccc1NC(=O)COC(=O)c1ccc(NC(N)=O)cc1	9	0.9	0.2	1	-7	5	107	-9	26

Screening results (PubChem)

Rows were taken by chance; 2.3% or so of the library scored in one or more.
